From PubChem
GSTO1 counter – inhibitors of recombinant GSTO1, primary screen, counter-screen for RBBP9 inhibitor project, biochemical, fluorescence polarization; Glutathione S-transferase omega-1 (Homo sapiens), P78417; activity-based probe fluorescence polarization; inhibition, % at 5.96 µM; hit rate 1.1% among 300,000; AID 1974, 2009;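 active means inhibition above the campaign mean inhibition plus 3 SD, cut at about 35% in these data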;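 further: 0% = GSTO1-1 with DMSO and 100% = wells lacking GSTO1-1 enzyme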
LYPLA2 counter – LYPLA2 inhibitors, primary screen, counter-screen for PME1 inhibitor project, biochemical, fluorescence polarization, FP-Rh probe ABPP. recombinant LYPLA2. AID 2177, 2009. Acyl-protein thioesterase 2 (Homo sapiens), O95372. inhibition, % at 5.9 µM. hit rate 0.38% among 320,000;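 active means inhibition above the screen-wide mean plus 3 SD, limit set per campaign, cut at about 26% in these data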;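 further: 0% = LYPLA2 with DMSO and 100% = wells lacking LYPLA2 enzyme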
PAFAH1B2 FP inh – PAFAH1B2 enzyme inhibitors, primary screen, biochemical, fluorescence polarization, human; inhibition, % at 3.39 µM; recombinant PAFAH1B2, FP-rhodamine activity probe; hit rate 1.2% among 340,000; Platelet-activating factor acetylhydrolase IB subunit alpha2 (Homo sapiens), P68402;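 active means inhibition above the mean of all tested compounds plus 3 SD, cut at about 24% in these data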;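 further: 0% = enzyme with DMSO and 100% = wells lacking PAFAH1B2; many of its hits are not listed in these tables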
PAD4 inh – human PAD4 inhibitors, primary screen, biochemical, fluorescence polarization, 1536-well format; AID 485272, 2010; recombinant PAD4, RCA probe fluorescence polarization; hit rate 0.41% among 330,000; inhibition, % at 6.36 µM;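 active means percent inhibition above a cutoff equal to the mean of all tested compounds plus 3 SD, cut at about 15% in these data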;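 further: 0% = PAD4 with RCA probe and DMSO and 100% = probe without PAD4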
PAFAH1B3 inh – PAFAH1B3 enzyme inhibitors, primary screen, biochemical, fluorescence polarization, human | Platelet-activating factor acetylhydrolase IB subunit alpha1 (Homo sapiens), Q15102 | recombinant PAFAH1B3, FP-rhodamine probe | inhibition, % at 3.39 µM | hit rate 0.28% among 340,000;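 active means inhibition above the screen-wide average of all tested compounds plus 3 SD, cut at about 25% in these data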;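 further: 0% = enzyme with DMSO only and 100% = wells lacking PAFAH1B3 protein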
Target sequence (Q15102 whole entry, looked up): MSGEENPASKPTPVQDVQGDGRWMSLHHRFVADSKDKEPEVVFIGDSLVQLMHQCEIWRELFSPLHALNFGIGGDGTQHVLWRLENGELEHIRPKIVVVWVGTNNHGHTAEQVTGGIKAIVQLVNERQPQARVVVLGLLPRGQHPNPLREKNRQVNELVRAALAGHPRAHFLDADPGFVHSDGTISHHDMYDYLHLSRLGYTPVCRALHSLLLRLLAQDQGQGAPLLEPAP
PME-1 inh – PME-1 inhibitors via competitive probe labeling, primary screen, biochemical, fluorescence polarization, FP-Rh probe, HTS; hit rate 0.53% among 320,000; Protein phosphatase methylesterase 1 (Homo sapiens), Q9Y570; recombinant PME-1; inhibition, % at 5.9 µM;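 active means inhibition above the campaign mean of all compounds plus 3 SD, cut at about 26% in these data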;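 further: competitive labeling of PME-1 active site by serine hydrolase directed probe; 0% = PME-1 with DMSO and 100% = wells lacking PME-1 enzyme; inhibitors block probe labeling so polarization falls and inhibition rises; many of its hits are not listed in these tables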
LYPLA1 inh – LYPLA1 inhibitors, primary screen, counter-screen for PME1 inhibitor project, biochemical, fluorescence polarization, FP-Rh probe ABPP | Acyl-protein thioesterase 1 (Homo sapiens), O75608 | recombinant LYPLA1 | inhibition, % at 5.9 µM | hit rate 0.16% among 320,000 | AID 2174, 2009;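 active means inhibition above the mean of all tested compounds plus 3 SD, set per campaign, cut at about 14% in these data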;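 further: inhibitors block serine hydrolase probe labeling of LYPLA1 so polarization falls; 0% = enzyme with DMSO and 100% = wells lacking LYPLA1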
Target sequence (O75608 whole entry, looked up): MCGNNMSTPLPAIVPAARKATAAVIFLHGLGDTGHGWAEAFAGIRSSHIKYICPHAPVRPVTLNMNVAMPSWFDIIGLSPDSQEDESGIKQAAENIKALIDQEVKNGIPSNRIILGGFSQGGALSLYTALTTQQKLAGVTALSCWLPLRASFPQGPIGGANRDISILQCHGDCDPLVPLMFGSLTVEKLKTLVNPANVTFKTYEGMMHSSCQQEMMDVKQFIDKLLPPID
pPAFAH FP inh – pPAFAH enzyme inhibitors, primary screen, biochemical, fluorescence polarization, human. recombinant pPAFAH, FP-rhodamine probe fluorescence polarization. Platelet-activating factor acetylhydrolase (Homo sapiens), Q13093. hit rate 1.5% among 330,000. AID 463082, 2010. inhibition, % at 3.39 µM;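 active means inhibition above the mean inhibition across the screen plus 3 SD, cut at about 25% in these data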;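 further: inhibitors block binding of the rhodamine activity-based probe so polarization drops; 0% = enzyme with DMSO and 100% = wells lacking pPAFAH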
Target sequence (Q13093 whole entry, looked up): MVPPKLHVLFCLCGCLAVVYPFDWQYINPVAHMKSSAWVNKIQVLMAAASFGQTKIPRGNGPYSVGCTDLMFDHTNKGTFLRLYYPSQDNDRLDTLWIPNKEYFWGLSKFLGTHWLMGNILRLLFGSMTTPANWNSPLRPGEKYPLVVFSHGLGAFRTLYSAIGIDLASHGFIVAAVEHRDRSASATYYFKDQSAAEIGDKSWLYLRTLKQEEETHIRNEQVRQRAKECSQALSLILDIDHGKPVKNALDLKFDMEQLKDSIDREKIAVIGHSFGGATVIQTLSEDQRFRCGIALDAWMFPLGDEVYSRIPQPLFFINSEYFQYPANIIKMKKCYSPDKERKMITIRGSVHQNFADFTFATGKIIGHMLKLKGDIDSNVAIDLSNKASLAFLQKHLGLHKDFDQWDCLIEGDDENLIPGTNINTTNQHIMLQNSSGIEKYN
PAFAH2 FP inh – PAFAH2 enzyme inhibitors, primary screen, biochemical, fluorescence polarization, human | recombinant PAFAH2, FP-rhodamine activity probe | inhibition, % at 3.39 µM | Platelet-activating factor acetylhydrolase 2, cytoplasmic (Homo sapiens), Q99487 | hit rate 0.99% among 340,000;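 active means inhibition above the mean over all tested compounds plus 3 SD, cut at about 30% in these data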;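 further: inhibitors block probe labeling of enzyme so polarization drops; 0% = enzyme with DMSO and 100% = wells lacking PAFAH2 protein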
Starred values were filed as active, the others as inactive; . = no result given.

SMILES	GSTO1 counter	LYPLA2 counter	PAFAH1B2 FP inh	PAD4 inh	PAFAH1B3 inh	PME-1 inh	LYPLA1 inh	pPAFAH FP inh	PAFAH2 FP inh
Cc1cccc(/C=N/c2sc3c(c2C#N)CCN(Cc2ccccc2)C3)c1O	10.4	3.8	-1.2	-6.6	0.9	-0.5	-2.4	7.4	-10.2
Cc1cc2cc(CNC(=S)NCc3ccccc3)ccc2n1C	1.0	-1.4	-1.5	-1.4	10.4	6.2	-1.2	5.8	8.7
c1ccc(-c2cn3nc(-c4ccccc4)sc3n2)cc1	-0.4	4.3	0.6	-0.8	-1.2	2.6	0.7	-1.2	-4.3
Cc1csc(N2CCN(c3cc4c(cc3Cl)nc(-c3ccncc3)n4CCCN3CCCC3)CC2)n1	11.1	1.0	-2.6	0.4	5.9	2.4	-1.6	3.9	0.0
O=C1c2ccccc2C(=O)N1Nc1ccc([N+](=O)[O-])cc1[N+](=O)[O-]	7.5	-2.3	3.4	-10.5	11.1	-6.8	-0.3	-7.6	-3.5
O=[N+]([O-])c1ccc(N2CCCC2)cc1NC1CC1	-15.9	-7.3	5.9	-1.7	-0.7	7.2	-0.3	8.6	5.1
O=[N+]([O-])c1ccc(Oc2ccc(C(F)(F)F)cn2)cc1	-0.9	4.6	3.0	1.6	4.8	0.1	-4.3	2.7	-3.5
S=C(NCCCN1CCOCC1)N1CCOCC1	-9.7	1.9	0.8	-7.0	2.9	2.7	-0.6	4.3	-11.1
COc1ccc(C2CCCN2C(=S)Nc2ccc(C)cc2Cl)cc1OC (stereo not given)	5.0	0.5	2.5	-0.9	-6.7	3.7	-0.3	8.5	-0.1
Cc1ccc(C)c(S(=O)(=O)N2CCN(C(=O)c3cncc(Br)c3)CC2)c1	-1.3	-5.5	7.9	0.3	3.6	4.5	-1.3	-1.5	-0.7
CCN(CC(=O)Nc1cc(Cl)ccc1C)C(=O)c1cc([N+](=O)[O-])ccc1N1CCOCC1	2.5	-3.4	1.2	4.8	4.4	5.9	-1.7	0.6	6.5
Cc1ccc(C(=O)N2CCN(Cc3ccc4c(c3)OCO4)CC2)cc1C	-1.8	6.5	2.1	-1.4	14.4	8.2	-4.3	9.2	6.3
O=S1(=O)CCOC[C@H](Cc2ccccc2)N1Cc1ccccc1F	4.8	-0.1	15.0	4.5	0.8	1.8	2.1	5.9	8.6
O=C(O)c1cc2ccccc2c(N=Nc2cccnc2)c1O	-21.5	12.5	0.5	-5.1	9.1	-0.7	-3.0	11.5	4.0
O=C(NC1CCCC1)c1cc2c(ccc3ccccc32)o1	-13.3	5.2	-0.3	-6.9	9.4	0.5	-2.2	-5.5	3.6
Cc1cc(C(=O)N/N=C/c2ccco2)n[nH]1	15.4	2.3	4.0	-1.9	-3.6	-7.5	1.1	-5.8	2.7
Cc1ccc(C)c(S(=O)(=O)N/N=C/c2ccc(F)cc2)c1	6.3	2.4	3.4	-1.4	1.3	-1.3	4.2	-0.2	4.3
CCOC(=O)CSc1nnc(CNC(=O)c2ccc(OC)cc2)n1-c1ccc(OC)cc1	1.8	-2.8	0.6	-0.5	4.8	-0.5	0.5	3.5	-6.3
COc1ccc(NC(=O)CCS(=O)(=O)c2ccc3c(c2)CCCN3C(C)=O)cc1Cl	0.4	1.6	-0.5	-2.3	4.1	0.5	-4.8	2.5	-1.8
O=c1c2ccccc2nc(/C=C/c2cccc([N+](=O)[O-])c2)n1CCO	-1.4	3.6	-2.1	6.4	0.8	-3.7	0.8	7.0	-2.6
CCOc1ccc(S(=O)(=O)N/N=C(\C)C2CCCCC2)cc1	1.0	3.7	11.0	1.9	3.8	-3.1	-0.2	6.1	-7.0
COc1ccc(OC)c(NC(=O)NNC(=O)COc2ccc(F)cc2F)c1	-2.3	0.1	-2.1	-1.8	3.4	-2.5	-2.4	0.5	-1.3
O=C(CSc1ccccn1)Nc1ccc(Cl)c([N+](=O)[O-])c1	-4.3	-2.0	0.1	-2.4	0.7	-1.1	2.3	-2.5	-4.8
Cc1ccc(-c2csc3ncnc(OCC(=O)NC(=O)NCc4ccco4)c23)cc1	-2.9	-9.7	6.2	-2.6	0.7	-4.4	-6.7	6.4	-5.4
O=C(CNC(=O)c1ccccc1F)NC1CC1	7.5	4.3	4.3	-3.6	-1.7	-7.6	0.9	-0.7	-0.3
CCOc1cc(/C=C(\C#N)c2nc(-c3cccs3)c(NC(C)=O)s2)ccc1O	2.8	-5.2	3.7	-6.4	7.3	3.0	-3.5	16.2	-20.4
Cc1sc(-n2c(C)cc(/C=C3\SC(=S)NC3=O)c2C)c(C#N)c1C	14.1	8.7	0.5	-12.0	9.8	0.8	3.0	31.1*	15.0
Cc1cc(C)cc(-n2c(C)cc(/C=N/NC(=O)c3cccc([N+](=O)[O-])c3C)c2C)c1	0.3	3.6	6.7	-4.7	6.2	12.6	-1.5	0.5	5.2
Cc1cccc(NC(=S)NCCO)c1C	-0.1	0.1	-0.9	-0.3	3.2	5.8	0.6	-2.9	-7.4
COc1ccc(CNC(=O)C2CCCN(c3nn4c(=O)cc(C)nc4s3)C2)cc1 (stereo not given)	9.7	13.7	6.2	2.3	15.4	-3.4	5.0	2.5	1.7
O=C(CSc1nnc(-c2ccc(F)cc2)o1)Nc1ccc(S(=O)(=O)N2CCCC2)cc1	1.0	14.0	3.4	-3.8	6.7	-3.3	-3.8	3.5	-1.6
O=C(COc1ccccc1)N1CCN(C(=O)COc2ccccc2)CC1	10.9	-8.6	-6.2	0.3	6.2	-4.7	0.7	2.1	2.5
COc1ccc(OCc2cc(C(=O)NC(C)Cn3cncn3)no2)c(Cl)c1 (stereo not given)	2.1	-8.3	-3.9	0.8	-6.0	6.0	-2.2	-9.3	-0.7
CC(=O)N[C@H]1[C@H]([C@H](O)[C@H](O)CO)OC(C(=O)O)=C[C@@H]1O	7.6	-2.0	-0.1	3.3	7.5	4.9	0.6	-1.5	3.1
O=C(Cc1ccc(-c2ccccc2)cc1)NCc1ccccc1	0.6	-7.0	-1.9	-3.6	2.6	-12.2	-3.2	-8.7	2.9
COC(CN(C)C(=O)C1CCC(CNS(=O)(=O)c2ccccc2)CC1)OC (stereo not given)	6.7	3.6	5.2	2.2	2.9	-3.4	-1.4	7.8	1.4
CCc1nn2c(=O)c(S(=O)(=O)Nc3ccccc3)c(C)nc2s1	5.0	2.1	3.2	-1.4	13.3	5.2	3.8	5.2	10.8
CC1(C)CC(=O)C/C(=N/NC(=O)C2CCN(S(=O)(=O)c3cccs3)CC2)C1	4.5	-0.4	0.0	0.5	3.6	2.4	1.1	7.8	0.2
O=C(/C=C/c1ccccc1Cl)NNC(=O)c1ccncc1	.	10.5	-0.2	5.9	11.5	3.2	-0.2	1.0	0.4
Cc1cc(C)c2nc(/N=C(\N)NC(=O)c3ccccc3)nc(C)c2c1	11.0	5.2	4.2	0.3	-0.7	2.0	2.1	8.6	3.9
C=CCNc1nc(C(=O)OCC(=O)N(Cc2ccccc2)C(C)C)cs1	.	4.2	12.1	1.9	-0.1	-3.3	0.4	2.8	5.5
Cc1cc(C)c(S(=O)(=O)N2CCN(c3ccccc3)CC2)c(C)c1	-2.3	-1.0	-2.8	-4.3	7.8	-1.8	0.0	3.0	-11.3
Cc1cccc(-n2ncc3c(N)ncnc32)c1	1.0	-2.2	-5.4	2.0	0.2	-4.8	-1.4	1.2	-4.6
Cc1cc(C)c(C)c(S(=O)(=O)N2CCN(Cc3nc4ccccc4[nH]3)CC2)c1C	-1.6	-0.6	0.9	-0.6	-5.2	4.3	-0.3	4.5	-4.4
O=C(c1ccc(OC2CCN(CCc3ccccc3)CC2)cc1)N1CCCC(CCCO)C1 (stereo not given)	-0.8	64.8*	3.1	-1.7	4.9	0.2	6.9	5.2	-3.8
CS(=O)(=O)N(CC(=O)N1CCc2ccccc2C1)c1cccc([N+](=O)[O-])c1	3.4	0.9	3.8	-2.4	-3.3	3.4	-4.9	5.4	-1.9
Cc1cc(F)c(F)cc1C(=O)N1CCCC1	-2.0	3.0	1.9	4.5	2.6	-7.4	0.3	-1.3	4.1
COC(=O)COc1cccc(NC(=O)c2cccc(C)c2)c1	1.4	5.7	4.6	2.6	9.2	1.4	4.5	-3.2	0.7
COc1ccc(-c2cc(C(=O)N3CCN(C(=O)c4ccco4)CC3)[nH]n2)cc1	5.9	-3.1	4.9	3.2	8.2	-2.7	0.0	0.9	-9.4
O=C(NCc1ccc2c(c1)OCO2)c1cccnc1	7.2	-3.2	0.0	-1.2	6.9	-5.2	1.5	-6.9	-11.2
Cc1cccc(C)c1NC(=O)N1CCC(n2c(=O)[nH]c3ccccc32)CC1	4.7	-0.5	7.5	0.2	15.7	-4.4	1.7	3.6	-5.6
CCN(CC)CCNC(=S)N1CCn2c(nc3ccccc32)C1	-2.3	2.0	0.9	-4.3	3.4	2.7	-1.0	3.6	2.6
Cc1ccnc(NC(=O)CCCOc2ccc(Cl)cc2C)c1	2.2	-8.2	.	-1.6	.	-2.3	-1.8	-3.7	.
CCc1ccc2nc(SCC(=O)NCC3CCCO3)c(C#N)cc2c1 (stereo not given)	-2.6	-7.2	5.4	1.8	2.9	-1.1	1.1	7.0	4.0
C/C(=N\NC(=O)C(C)Nc1cccc(Cl)c1)c1ccc([N+](=O)[O-])cc1 (stereo not given)	4.2	-13.8	-7.6	-5.7	10.9	14.6	-2.4	9.1	-0.3
Cc1ccccc1N1C(=O)[C@@H]2Cc3ccccc3CN2C1=O	-4.4	3.7	3.4	1.8	1.3	2.6	1.1	-2.3	-4.8
COc1ccc(C(=O)C[n+]2cn(C(F)F)c3ccccc32)c(F)c1	11.5	4.1	2.3	-7.3	3.2	6.4	1.5	3.1	4.4
Cc1ccc(CNC(=O)C2CCCN(Cc3cnn(-c4ccccc4)c3-n3cccc3)C2)cc1 (stereo not given)	5.6	7.7	5.1	0.9	5.7	2.5	2.8	3.1	-4.4
CCC(C)N1C(=O)CCC1C(=O)NCc1ccc2c(c1)OCO2 (stereo not given)	19.1	2.4	5.2	-2.6	5.0	-0.6	2.4	0.3	4.1
COc1cccc(CNc2ncc(Br)cc2Br)c1O	-2.4	1.4	10.7	0.9	1.6	1.7	-1.8	4.5	1.8
Cc1ccc(O)c(C(=O)c2cnn(C(=O)COc3ccccc3C#N)c2)c1	12.9	2.4	.	3.0	.	0.6	2.9	-0.3	.

These rows are one share of the data. The share of hits here may be higher or lower than overall.
